# Compound activity (PubChem BioAssay)
# sPLA2-III inh = Blocks human group III sPLA2 activity; Q9NZ20; QFRET BODIPY PC-A2 liposome hydrolysis, fluorescence; inhibition, % at 12.2 µM; 370,000 tested, 0.56% active;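 active = inhibition above mean plus 3 SD of compounds lying within the high and low control bounds, cut at about 19% in these data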;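 also: 0% = median of test compound wells and 100% = no enzyme DMSO wells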
# Target sequence (Q9NZ20 whole entry, looked up): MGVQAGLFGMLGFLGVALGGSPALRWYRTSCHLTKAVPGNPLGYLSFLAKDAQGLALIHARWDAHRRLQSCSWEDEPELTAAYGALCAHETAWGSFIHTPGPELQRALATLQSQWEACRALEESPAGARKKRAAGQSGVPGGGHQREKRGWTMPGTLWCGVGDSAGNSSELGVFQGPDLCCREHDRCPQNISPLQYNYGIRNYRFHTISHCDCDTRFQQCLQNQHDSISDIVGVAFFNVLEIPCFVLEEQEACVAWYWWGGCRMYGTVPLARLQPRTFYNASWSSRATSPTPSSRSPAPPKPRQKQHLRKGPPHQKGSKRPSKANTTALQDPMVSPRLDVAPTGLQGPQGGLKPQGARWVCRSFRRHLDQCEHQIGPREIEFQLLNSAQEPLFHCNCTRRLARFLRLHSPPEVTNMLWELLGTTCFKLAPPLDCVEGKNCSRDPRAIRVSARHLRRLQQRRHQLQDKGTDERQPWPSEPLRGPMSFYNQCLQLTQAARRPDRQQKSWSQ
# DDE Tn7 FP inh = inhibitors of Tn7 peptide binding to human fibrin DD(E) | 370,000 tested, 0.13% active | P02675 | FP displacement of FITC-Tn7 peptide from fibrin DD(E); 0% = median of compound wells per plate | inhibition, % at 8.3 µM | AID 720508;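 active = inhibition above the mean of compounds falling within the control limits plus 3 SD of them, cut at about 14% in these data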;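 also: 0% = plate median of compound wells and 100% = 10 µM Aha-Tn7 peptide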
#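 Also added: labelled Tn7 tracer, 0.1 µM; Assay system: human fibrin DD(E) protein; Amount: 2 µM fibrin DD(E); Schedule: 10 min compound pre-incubation, 3 h probe incubation at room temperature; Repeats: one replicate per compound; Read-out basis: percent inhibition; Measured by: fluorescence polarization of the labelled Tn7 tracer.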
# DDE Tn6 FP inh = disrupts Tn6 cyclic peptide binding to fibrin D-Dimer-E complex | Fibrin DD(E) TRITC-Tn6 fluorescence polarization displacement | inhibition, % at 8.3 µM | 370,000 tested, 0.21% active;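 active = inhibition above a per-campaign cutoff: mean of compounds within control limits plus 3 SD, cut at about 15% in these data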;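 also: 0% = median of all compound wells on the plate and 100% = blocking peptide control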
# ARFGAP1 inh = rat ARFGAP1 inhibition; inhibition, % at 16.5 µM; Arfgap1-stimulated ARF1 GTP hydrolysis, GDP FP detection; 360,000 tested, 0.26% active; AID 651572;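 active = inhibition above a per-plate limit, mean inhibition of low control wells plus 3 SD, cut at about 25% in these data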;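 also: 0% = DMSO wells with enzyme and 100% = wells lacking Arfgap1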
# Target sequence (Q62848 1-136 limits assumed): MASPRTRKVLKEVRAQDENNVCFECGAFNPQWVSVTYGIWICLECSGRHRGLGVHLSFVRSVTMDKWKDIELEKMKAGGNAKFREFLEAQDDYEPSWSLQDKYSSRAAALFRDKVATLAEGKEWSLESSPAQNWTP
#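 Replicates: Single well per compound | Assay system: Truncated rat Arfgap1 GAP domain | Control set: No-Arfgap1 wells (100%) versus DMSO full-reaction wells (0%) | Times: Enzyme reaction 120 min at 25 °C after 20 min preincubation | Reagent: Human ARF1(Δ1-17)-GTP substrate | Measured by: Tracer-displacement fluorescence polarization with EDTA stop, 620/688 nm | Measure: Percent inhibition of Arfgap1-stimulated GTP hydrolysis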
# KLK7 zymogen act = activators of human kallikrein-7 zymogen. activation, % at 7 µM. purified proKLK7, EDANS-DABCYL substrate fluorescence; 100% is mature enzyme control, 0% vehicle. P49862. 370,000 tested, 0.9% active;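 active = activation above the mean of all tested compounds plus 3 SD, computed per campaign excluding outliers beyond control limits, cut at about 13% in these data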
# ASAP1 GAP inh = ASAP1 ArfGAP inhibition; ASAP1-stimulated ARF1 GTP hydrolysis, GDP FP detection; 360,000 tested, 0.19% active; inhibition, % at 16.5 µM; AID 624377; Q9ULH1; in the data active = inhibition above about 25%;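 also: 0% = vehicle with enzyme and substrate and 100% = no enzyme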
# Target sequence (Q9ULH1 325-724 limits assumed): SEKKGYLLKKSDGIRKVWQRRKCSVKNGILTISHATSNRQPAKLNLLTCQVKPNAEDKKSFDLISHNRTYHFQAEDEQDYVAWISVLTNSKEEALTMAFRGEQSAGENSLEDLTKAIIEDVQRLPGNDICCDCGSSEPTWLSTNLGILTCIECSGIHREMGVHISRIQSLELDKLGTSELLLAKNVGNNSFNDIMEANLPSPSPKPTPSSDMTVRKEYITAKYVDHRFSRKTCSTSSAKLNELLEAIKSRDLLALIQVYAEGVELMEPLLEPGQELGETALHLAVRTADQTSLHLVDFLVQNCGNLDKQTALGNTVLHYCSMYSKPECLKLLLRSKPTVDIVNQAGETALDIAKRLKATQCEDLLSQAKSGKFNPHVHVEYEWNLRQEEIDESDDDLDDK
# PLCg1 inh = PLC-gamma1 (human) inhibition, primary screen | inhibition, % at 12.2 µM | P19174 | AID 720700 | 370,000 tested, 0.84% active | purified PLC-gamma1, fluorogenic substrate, fluorescence; in the data active = inhibition above about 9.5%
# UHRF1 binding = human UHRF1 methylated DNA binding inhibitors; Q96T88; 370,000 tested, 0.75% active; inhibition, % at 4.4 µM; UHRF1 binding to methylated oligo, TR-FRET; in the data active = inhibition above about 21%;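 also: UHRF1 SRA domain binding a hemimethylated CpG hairpin DNA probe; 0% = median of test compound wells and 100% = reference inhibitor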
# PLC-beta3 inh = blocks human PLC-beta3 enzyme activity; Q01970; Purified PLC-beta3, fluorogenic substrate, fluorescence; inhibition, % at 12.2 µM; 370,000 tested, 0.18% active; AID 720704; in the data active = inhibition above about 11%;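 also: 0% = median of compound wells on plate and 100% = full blocker control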
# NR1D1 modulator = modulators of human Rev-erb alpha DNA binding; P20393; AID 1259318; 370,000 tested, 0.79% active; activity, % at 10 µM; Rev-erbα–FITC-DNA binding, fluorescence polarization, 90 min;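 active = activity above about 14%, limit read from the data; passing the limit was not always enough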;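 also: 0% = DMSO wells with 35 nM protein and 100% = DMSO wells with 750 nM protein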
# * hit, by the source's call; i = inactive; . = no result given.
# Second line of a record: sPLA2-III inh	DDE Tn7 FP inh	DDE Tn6 FP inh	ARFGAP1 inh	KLK7 zymogen act	ASAP1 GAP inh	PLCg1 inh	UHRF1 binding	PLC-beta3 inh	NR1D1 modulator
CC(=O)c1ccc(N(C(=O)Cc2c[nH]c3ccccc23)C(C(=O)NC2CCCCC2)c2cccs2)cc1 (stereo not given)
→ -27	2	0	1	-0.1	-5	-12	-4	-12	-1
c1ccc(COc2ncnc3c2ncn3CCCNCCN2CCOCC2)cc1
→ 0	-3	-7	4	-0.5	-6	-1	-2	2	-4
CCC1Sc2ccc(S(=O)(=O)N3CCN(c4ccccc4)CC3)cc2NC1=O (stereo not given)
→ -1	-3	-3	-4	0.0	-12	5	4	-11	4
C=CCN1C(=O)c2n[nH]c(COC)c2C1c1ccc2c(c1)OCO2 (stereo not given)
→ -7	-7	-8	6	-0.7	3	3	-1	-2	8
CCCC(=O)N=C1SC2CS(=O)(=O)CC2N1c1ccc(C(C)=O)cc1 (stereo not given)
→ 2	1	0	2	0.3	13	2	17	3	-1
Cc1ccc(C(=O)N(C)CCOc2ccccc2)cc1S(=O)(=O)N1CCOCC1
→ 1	-5	-2	-1	-0.2	0	0	3	4	-1
COc1cccc(Oc2ccc(OC)cc2C(=O)O)c1
→ 2	9	-2	3	-0.1	-3	-4	26*	-8	-3
CCN(CC)S(=O)(=O)c1cc(NC(=O)C(C)N2CCN(Cc3ccc4c(c3)OCO4)CC2)ccc1C (stereo not given)
→ -14	0	-8	3	-0.6	-3	0	-1	0	3
CCN(CC)S(=O)(=O)c1cccc(-c2nnc(SCC(=O)c3ccc(Cl)s3)n2C)c1
→ -32	2	0	-2	0.7	-1	0	-2	-1	-1
COc1ccc(-c2csc(NC(=O)c3cc(=O)c4ccccc4o3)n2)cc1OC
→ 3	1	-6	-7	0.0	-14	2	-2	-3	-4
O=S(=O)(NCc1cn2ccsc2n1)c1ccc2c(c1)OCCO2
→ -12	-9	-5	-4	0.3	1	5	-1	1	1
Nc1nc(N=Nc2ccc(O)cc2)cc(=O)[nH]1
→ 3	3	-8	-6	0.4	11	-8	-15	-11	0
CCOc1ccc(CCNC(=O)c2cnc(C)cn2)cc1OCC
→ 2	-10	0	6	0.0	20	-1	1	-2	-2
COc1ccccc1-n1c(SCC(=O)Nc2cccc(S(N)(=O)=O)c2)nc2ccccc2c1=O
→ -14	-4	4	13	0.5	0	-2	0	0	2
CCOC(=O)CN1NC2(CCC(C(C)(C)C)CC2)NC1=S (stereo not given)
→ 1	2	5	1	-0.3	-5	1	-4	-2	5
CCCCN(C(=O)c1cc(OC)c(OC)c(OC)c1)C1=CC2CCC(C1)N2C (stereo not given)
→ 11	-4	-7	3	-0.1	6	5	2	0	1
O=[N+]([O-])c1cc(/C=N/n2c(-c3cccnc3)n[nH]c2=S)ccc1Cl
→ 16	3	0	2	0.2	7	9	4	0	-2
C[C@H](NC(=O)c1nc[nH]c1C(=O)N[C@@H](Cc1ccccc1)C(=O)OC(C)(C)C)C(=O)OCc1ccccc1
→ -9	-1	6	13	0.8	8	5	-1	9	3
CCNc1nc(NCC)n2c(SC(C(=O)Nc3cc(C)ccc3OC)c3ccccc3)nnc2n1 (stereo not given)
→ -14	2	-2	-8	-0.3	-9	-1	1	0	2
O=C(Nc1cccc(C(F)(F)F)c1)c1ccc2nc(N3C(=O)CCC3=O)sc2c1
→ -5	-3	1	-1	-0.8	0	-1	2	-10	-1
O=c1[nH]c(=S)[nH]c2c1[C@H](CCc1cccc(Cl)c1)O[C@H](C1CC1)C2
→ -6	-5	-7	-3	-0.4	1	1	0	-2	4
O=C(O)c1ccc(NC(=O)c2ccccc2Br)c(NC(=O)c2ccccc2Br)c1
→ -10	2	-5	1	0.1	10	1	-1	-2	-2
Cc1cc(NC(=O)c2c(C)noc2C)no1
→ 1	6	7	-14	0.0	8	-3	-1	-4	-2
O=[N+]([O-])c1ccccc1Nc1ccccc1
→ 6	10	-6	0	-0.1	-8	-1	-2	-2	7
NS(=O)(=O)c1ccc(CCNCc2cc(Br)ccc2OCc2ccccc2)cc1
→ -27	-5	-2	13	-0.1	5	6	-1	5	-2
CCCCCC(=O)Nc1cc(S(=O)(=O)N2CCCCC2)ccc1N1CCCCC1
→ -2	4	-5	8	0.5	-9	-3	2	-10	0
COCCN1Cc2cccc(C(=O)N3CCN(c4ccccc4)CC3)c2C1=O
→ 10	3	1	10	-0.1	-6	-8	1	2	1
CCc1ccccc1-n1c(SCC(=O)N2CCCC2)nnc1-c1ccccn1
→ 7	-8	3	8	-0.5	-2	5	-1	5	-3
O=C1C=C(c2cc(C(F)(F)F)cc(C(F)(F)F)c2)C[C@@H](c2ccc(Cl)cc2)C1
→ 8	0	-8	4	0.8	-6	2	1	3	1
Cc1cc(=O)oc2c(CN(CC(C)C)CC(C)C)c(O)ccc12
→ 1	0	-7	-9	35*	0	i	2	i	2

# Whole records, quoted from the list. Order of values: sPLA2-III inh | DDE Tn7 FP inh | DDE Tn6 FP inh | ARFGAP1 inh | KLK7 zymogen act | ASAP1 GAP inh | PLCg1 inh | UHRF1 binding | PLC-beta3 inh | NR1D1 modulator
# COc1ccc(-c2csc(NC(=O)c3cc(=O)c4ccccc4o3)n2)cc1OC is listed as 3 | 1 | -6 | -7 | 0.0 | -14 | 2 | -2 | -3 | -4
# CCCCCC(=O)Nc1cc(S(=O)(=O)N2CCCCC2)ccc1N1CCCCC1 is listed as -2 | 4 | -5 | 8 | 0.5 | -9 | -3 | 2 | -10 | 0
# CCNc1nc(NCC)n2c(SC(C(=O)Nc3cc(C)ccc3OC)c3ccccc3)nnc2n1 (stereo not given) is listed as -14 | 2 | -2 | -8 | -0.3 | -9 | -1 | 1 | 0 | 2

# (listing goes on)
# Second line of a record: sPLA2-III inh	DDE Tn7 FP inh	DDE Tn6 FP inh	ARFGAP1 inh	KLK7 zymogen act	ASAP1 GAP inh	PLCg1 inh	UHRF1 binding	PLC-beta3 inh	NR1D1 modulator
CCOC(=O)N1CCN(C(=O)c2cc3n(n2)C(C(F)(F)F)CC(c2ccc4c(c2)OCO4)N3)CC1 (stereo not given)
→ -6	-1	-1	-2	0.9	0	-1	-2	-2	1
C=CCSc1nc(C)c(CCC(C)C)c(=O)[nH]1
→ 3	-1	7	4	-0.4	0	6	2	-2	2
Cc1nc2c(-c3ccccc3)c(C)nn2c(N)c1-c1ccccc1
→ 9	-11	-11	14	0.4	1	-136	5	-180	2
Clc1ccccc1-c1nc(/C=N/N2CCOCC2)c2ccccn12
→ -1	1	-1	-6	0.2	-4	-28	-4	-52	-4
CC1=C(C(=O)NC(C)CCc2ccccc2)C2(CCC(C)CC2)OC1=O (stereo not given)
→ -8	8	-2	-2	0.7	-9	0	-4	0	-2
CCOc1ccc(C2NC(=O)C(C#N)=C(S)N2c2ccc(OC)cc2)cc1OC (stereo not given)
→ 10	0	-4	4	0.1	1	2	0	2	-8
COC(=O)c1cc(NC(=O)NC2CCCCN(Cc3cccc(Cl)c3)C2=O)cc(C(=O)OC)c1 (stereo not given)
→ 1	0	2	.	0.6	.	-1	0	-1	5
COCCNC(=O)c1cc(S(=O)(=O)N2CCOCC2)ccc1SCc1cccc(OC)c1OC
→ 8	3	-3	3	0.5	2	-1	1	-15	-1
COc1ccc(Cc2c(-c3cccc(Cl)c3)nc3ccc(Br)cn23)c(C)c1
→ -6	-4	0	2	-0.8	7	-13	16	-17	-7
CSCCNC(=O)C1(C)CCN1C(=O)CCc1ccccc1 (stereo not given)
→ 2	-4	1	-5	16*	29*	5	4	3	3
CCCCOCC1CN(CCCC)S(=O)(=O)c2c(Oc3ccc(F)cc3)cccc2O1 (stereo not given)
→ -3	7	0	-16	0.3	-4	1	0	0	2
COc1ccc(C(=O)/C=C/C(=O)N(CC(=O)NC2CCCCC2)Cc2cccs2)c(O)c1
→ -47	-7	-5	6	-0.1	1	3	5	-7	2
CC1CCc2sc(C(=O)Nc3ccc(N4CCOCC4)cc3)cc2C1 (stereo not given)
→ 6	-2	1	3	0.4	-9	-3	3	-10	-5
CC(C)Oc1ccccc1NC(=O)CSc1nc2ccccc2c(=O)n1C
→ 0	-1	-3	10	0.0	0	0	2	-4	5
O=C(O)CCCC(=O)N1CCN(c2ncccn2)CC1
→ -4	4	7	9	0.2	-16	0	13	-4	-3
O=C(CNC(=O)c1ccc(Br)o1)NCC1CCCCC1
→ 1	3	8	-6	0.6	6	0	-4	-6	-5
O=C(CCc1ccccc1)N1CCN(S(=O)(=O)c2cccs2)CC1
→ -2	-2	1	9	0.4	-5	-2	1	-5	6
CCC1Nc2ncnc(N3CCN(c4ccccc4)CC3)c2N(Cc2ccc(Br)cc2)C1=O (stereo not given)
→ 6	5	6	13	-0.4	-12	-2	-6	-5	0
Cn1c(Cc2ccccc2)n[nH]c1=S
→ 3	-4	0	-5	0.0	0	8	0	1	-1
CCCc1nc2c(c(=O)c3ccccc3n2C)c(=O)n1C1CCCCCC1
→ 15	2	7	2	-0.6	-14	-3	-2	0	-4
O=S1(=O)C[C@H](N2CCC[C@@H]2CO)[C@@H](COCc2ccccc2)N1
→ -3	-4	-4	-2	-0.3	-1	-2	-1	0	7
CCCCOc1ccc(C(=O)N2CCCC2C(=O)O)cc1 (stereo not given)
→ 5	2	6	-2	0.3	7	0	-6	0	-7
CCn1nnnc1SCC(=O)Nc1nnc(C(C)C)s1
→ 2	1	-6	-4	-0.1	0	-3	1	0	2
COc1ccc(N2CCN(S(=O)(=O)c3ccc(C(=O)NCc4ccco4)cc3)CC2)cc1
→ -1	6	-2	11	0.0	-4	0	0	0	-3
Cc1ccc(N2CC(C(=O)Nc3nnc(SCCN4CCOCC4)s3)CC2=O)cc1 (stereo not given)
→ 5	5	-8	1	-0.6	-2	-2	2	-7	-3
COc1cc2oc(=O)cc(-c3ccc(-c4ccc(C#N)cc4)cc3)c2c(OC)c1OC
→ 1	1	2	1	-0.4	-3	-4	1	-6	7
Cc1cc(C)cc(OCC(O)CN2CCN(C(=O)c3ccco3)CC2)c1 (stereo not given)
→ -2	-2	-1	4	-0.1	-9	0	0	-4	-2
CCN(CC)C(=O)CSc1nc2cc3c(cc2c(=O)n1CCCC(=O)NCCc1ccc(OC)c(OC)c1)OCO3
→ 1	5	-5	8	0.1	1	-1	1	-89	0
Cc1ccc2nc(CSc3nc(C)ccc3C#N)[nH]c2c1
→ 4	-1	4	-7	2.4	1	-239	-4	-352	-1
NC(=O)c1sc2nc3c(cc2c1N)CCCCCC3
→ 3	-4	9	-2	-0.1	4	-227	-4	-326	2
COCCN1C(=O)CS/C1=C(/C#N)C(=O)NCc1ccco1
→ -8	5	2	14	0.2	3	-13	-4	-24	-3
NNC(=O)c1ccc(COc2cccc3cccnc23)cc1
→ 2	7	-9	-4	2.8	-3	-23	-1	-30	-1

# No enrichment for hits; any-hit rate near 4.5%.
